Bioassay records: PubChem, National Center for Advancing Translational Sciences (NCATS)
USP1 inh: USP1/UAF1 (human) deubiquitinase inhibition; O94782; 0.23% of 390,000 active; Potency, µM (titrated, usually from 57.1 µM), for the others: at the highest dose activity change, negative = inhibition, most hits filed as inhibitors; recombinant USP1/UAF1, Ub-Rhodamine cleavage fluorescence; AID 743255; note: potency is the fitted concentration of half-maximal effect; % is set by controls: 0 for no effect and ±100 for the full control effect; nearly all actives have a fitted effect of over 60% in size; inactives centre near -12
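In this screen, compounds sit with the deubiquitinase complex (1nM) for 15 min at room temperature before Ub-Rho is added at 150nM final. Fluorescence rise is then followed for 6 reads every 60 seconds.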
TRHR enhancer: allosteric enhancers of human TRH receptor | TRHR cells, fluo-8 calcium fluorescence, EC20 TRH enhancement | 0.66% of 360,000 active | enhancement, % at 2 µM | P34981; in the data active = enhancement above about 30%; note: 0% is about no effect
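TRHR-expressing cells loaded with fluo-8 calcium dye were read kinetically (ex 480/em 530) during compound addition, then stimulated with an EC20 of TRH (10 nM final). Enhancement of the Gq-mediated intracellular calcium response was scored.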
D2 antag: antagonizes the human D2 dopamine receptor | inhibition, % at 10 µM | 2% of 340,000 active | HEK293 TREx D2 cells, calcium flux, dopamine EC80; in the data active = inhibition above about 30%; note: 0% is about no effect
Target sequence (P14416 whole entry, looked up): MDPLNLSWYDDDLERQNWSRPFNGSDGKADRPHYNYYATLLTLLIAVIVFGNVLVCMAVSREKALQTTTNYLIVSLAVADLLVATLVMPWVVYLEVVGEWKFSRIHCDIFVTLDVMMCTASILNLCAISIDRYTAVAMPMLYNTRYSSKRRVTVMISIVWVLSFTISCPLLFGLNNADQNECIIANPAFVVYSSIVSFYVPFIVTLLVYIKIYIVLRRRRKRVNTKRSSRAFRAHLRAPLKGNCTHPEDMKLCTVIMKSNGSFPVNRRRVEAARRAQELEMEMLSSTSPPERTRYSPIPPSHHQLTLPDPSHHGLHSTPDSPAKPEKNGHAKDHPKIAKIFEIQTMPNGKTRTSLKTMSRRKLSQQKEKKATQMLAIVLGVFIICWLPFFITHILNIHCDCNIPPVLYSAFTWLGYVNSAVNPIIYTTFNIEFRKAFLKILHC
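Measurement of antagonist activity uses fluorescent calcium dye in inducible HEK293 T-REx D2 cells: 10 s baseline, compound addition with 180 s read, EC80 dopamine addition with a further 180 s read.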
TrxR1 inh: rat TrxR1 inhibition. O89049. recombinant rTrxR1, NADPH fluorescence consumption, selenite substrate. Potency, µM (titrated, usually from 114 µM), inactives show at the highest dose activity change, negative = inhibition, most hits filed as inhibitors. 1% of 390,000 active. AID 588453; note: potency is the fitted concentration of half-maximal effect; % is set by controls: 0 for no effect and ±100 for the full control effect; nearly all actives have a fitted effect of over 65% in size
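Rat TrxR1 (90 nM in the dispensed reagent) was pre-reduced with 400 uM NADPH for 5 min at room temperature, then incubated with compound for 15 min. After 400 uM selenite was added, NADPH fluorescence (Ex 340/Em 450 nm) was followed for 8 min.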
TrxR1 substrate: substrates of rat thioredoxin reductase 1 | 0.01% of 390,000 active | Potency, µM (top dose mostly 114 µM), inactives show top-dose activity change, negative = substrate turnover | purified TrxR1 substrate turnover, NADPH consumption readout; note: potency is the fitted concentration of half-maximal effect; % is set by controls: 0 for no effect and ±100 for the full control effect; nearly all actives have a fitted effect of over 50% in size
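Rat TrxR1, dispensed at 90 nM, was prereduced with 400 uM NADPH (final) for 5 min at ~22 deg C, then incubated with compound 15 min before 400 uM selenite. A first-read NADPH fluorescence drop versus no-compound background flagged substrates.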
D2 ag: agonists of human D2 dopamine receptor | P14416 | activation, % at 2 µM | HEK293 T-REx D2 cells, calcium flux agonist mode | AID 485358 | 0.53% of 340,000 active;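 active = activation over 3 SD above normal in the single-dose calcium agonist read, cut at about 30% in these data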; note: 0% is about no effect
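In this primary screen, compounds producing a positive calcium signal within 180 s of addition to tetracycline-induced, force-coupled HEK293 Trex D2 cells are flagged; cells are dye-loaded with a no-wash calcium kit beforehand.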
mIDH1 inhibitor: human IDH1 R132H inhibition. Potency, µM (highest dose often 76.6 µM), for the others: top-dose activity change, negative = inhibition, usual class: inhibitors. 0.093% of 390,000 active. O75874. IDH1-R132H enzyme, NADPH consumption, diaphorase/resazurin fluorescence. AID 602179; note: potency is the fitted concentration of half-maximal effect; % is set by controls: 0 for no effect and ±100 for the full control effect; nearly all actives have a fitted effect of over 65% in size
Target sequence (O75874 whole entry R132H, stated change not applied): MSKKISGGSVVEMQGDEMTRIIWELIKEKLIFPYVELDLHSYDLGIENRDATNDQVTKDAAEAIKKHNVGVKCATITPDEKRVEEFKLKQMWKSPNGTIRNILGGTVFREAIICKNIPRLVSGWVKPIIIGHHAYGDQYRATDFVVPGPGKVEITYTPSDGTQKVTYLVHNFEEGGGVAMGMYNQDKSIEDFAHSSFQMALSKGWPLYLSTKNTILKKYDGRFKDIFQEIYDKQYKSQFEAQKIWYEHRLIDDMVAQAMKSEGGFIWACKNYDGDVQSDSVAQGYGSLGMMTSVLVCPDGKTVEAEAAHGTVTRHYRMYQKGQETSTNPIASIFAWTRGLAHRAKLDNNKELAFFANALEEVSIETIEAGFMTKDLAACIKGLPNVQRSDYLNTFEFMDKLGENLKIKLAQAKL
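IDH1-R132H (0.5 ug/mL) preincubated 30 min with compound, then NADPH (0.016 mM) and alpha-KG (2 mM) added; 80 min at RT, pH 7.5. Remaining NADPH coupled via diaphorase/resazurin to fluorescence (540/590 nm); concentration-response curves normalized to no-enzyme control.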
TRHR agonist: agonists of human TRH receptor. activation, % at 2 µM. 0.18% of 360,000 active. TRHR cells, calcium flux fluo-8, FDSS agonist mode; in the data active = activation above about 30%; note: 0% is about no effect
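TRHR-expressing cells loaded with fluo-8 calcium dye; 23 nL library compound pin-transferred, kinetic FDSS fluorescence (Ex 480/Em 530) recorded about 180 s for agonist-induced calcium release, before a 10 nM TRH EC20 addition for potentiator mode.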
PI4K2A inh: blocks human PI4K2A kinase activity | AID 1346378 | Q9BTU6 | activity change, negative = inhibition, % at 76.9 µM | purified PI4K2A, ADP-Glo luminescence, 1 h; hits give low values | 0.13% of 420,000 active; in the data active = activity change below about -50%; inconclusive = mostly about -30% to -49%;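 note: -100% = wells without enzyme as full effect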
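ADP-Glo luminescence measured ADP generated by PI4K2A enzyme (4 ug/mL before mixing) with 1.2 mM PI substrate (pre-mix) and 300 microM ATP (pre-mix). Tris pH7.5 buffer with MgCl2, Triton X-100; 1 h reaction at ambient temperature.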
The depositor's hits bear a star; ? = inconclusive; . = not tested or not shown; & = joins results of further samples; [ ] = another dose, or the depositor's remark. Unless noted, calls come from the whole dose curve; as a rule, active = well fitted inhibition curve with a large enough effect; inconclusive = small, poorly fitted or top-dose-only effect; inactive = no such curve, though single readings can be large or run the other way.

SMILES | USP1 inh | TRHR enhancer | D2 antag | TrxR1 inh | TrxR1 substrate | D2 ag | mIDH1 inhibitor | TRHR agonist | PI4K2A inh
c1ccc(CSc2nnnn2-c2ccc3c(c2)OCCO3)nc1 | -12% | 1 | 3 | 17% | 3%[57.1 µM] | 0.4 | 3% | -0.1 | 3
CCOC(=O)c1c(C)c(C(=O)N2CCN(c3ccc(F)cc3)CC2)c(C)n1C | -18% | -4 | 7 | 13% | 9% | 0.0 | 0% | -0.2 | -3
CCOC(=O)C1=C(C)NC(C)=C(C(=O)OCC)C1C(=O)OCC(=O)NCc1ccccc1 | -20% | . | . | 12%[57.1 µM] | 14%[57.1 µM] | . | 4% | . | -1
CC(=O)Nc1ccc(S(=O)(=O)N2CCN(S(=O)(=O)c3ccccc3)CC2)cc1 | -10% | 16 | -9 | 4% | 6% | 1.7 | 4% | 4.0 | -7
O=C(c1ccccc1Br)N(Cc1ccccc1F)C1CCS(=O)(=O)C1 (configuration not stated) | -22% | 0 | . | 8% | -1% | 1.8 | 12% | -0.1 | -1
CCN(C(=O)COC(=O)c1cc(-c2ccccc2)nc2c1c(C)nn2-c1ccc(C)cc1)C1CCS(=O)(=O)C1 (configuration not stated) | -14% | -4 | -4 | -8% | -6% | 2.6 | -9% | 0.1 | 1
CCOc1ncccc1C(=O)OCC(=O)Nc1cc(C(C)(C)C)ccc1OC | -25% | . | . | -2% | -7% | . | -1% | . | 2
Brc1ccc(CNCCCSc2ncccn2)cc1 | -12% | 1 | 10 | 11% | -4%[11.4 µM] | -0.2 | 10% | -0.1 | 3
CC(/C=N/NC(=O)c1cccs1)=C\c1ccco1 | -15% | -1 | 12 | -13%[57.1 µM] | 5% | -5.8 | 3% | -0.3 | -1
CC(C)Cc1nc2oc3c(NCC4CCCO4)ncnc3c2c2c1CCC2 (configuration not stated) | -13% | -2 | -13 | 14% | 57%[activator] | 0.5 | 7% | 0.3 | -3
O=C(CN1C(=O)NC(c2ccccc2)(c2ccccc2)C1=O)Nc1cccnc1Cl | -20% | 8 | -7 | 11% | 1% | 1.4 | 8% | 1.1 | -1
COCCNC(=O)C(c1cccc(OC)c1)N(C(=O)Cn1nnc2ccccc21)c1cccnc1 (configuration not stated) | -17% | 8 | -5 | 6% | 1% | 0.1 | 7% | 1.5 | 2
Cn1ccnc1CN1CCCCC1C(=O)Nc1ccc(Oc2cccnc2)cc1 (configuration not stated) | -18% | 1 | 7 | 20% | 5% | -0.9 | 20% | 0.2 | -1
COC(=O)c1ccccc1NC(=O)CCC(=O)N1CC(C)Oc2ccc(C)cc21 (configuration not stated) | -23% | 4 | 12 | 17%[57.1 µM] | -1% | 2.1 | 0% | -0.6 | 3
c1ccc(-n2cccc2)c(N2CCCCC2)c1 | -11% | 1 | -26 | 6%[57.1 µM] | 5%[57.1 µM] | -0.3 | 10% | 0.2 | -1
COc1ccc(N(CC(=O)N2CCN(c3cccc(C)c3C)CC2)S(=O)(=O)c2c(C)noc2C)cc1 | -27%&-25% | 4&-1 | 6 | 29%&37% | 1%&7% | 0.3&0.4 | 2%&-1% | 0.1&0.5 | -1&-1
Cc1cccc(OCc2nnc(SCc3cc(=O)[nH]c4ccccc34)n2-c2ccccc2)c1 | -18% | 1 | 8 | -6% | -2% | 0.0 | -4% | 0.1 | -3
c1ccc(Nc2nnc(SCc3cccc4ccccc34)s2)cc1 | -20% | 1 | 8 | 26%[57.1 µM] | 7%[57.1 µM] | 1.3 | -6% | 0.9 | -13
CCN(CC)CCNC(=O)c1c(O)c2cccc3c2n(c1=O)CCC3 | 1% | 3 | 12 | -18% | -3% | 0.0 | 7% | -0.3 | 0
Cc1nn(C)c(C)c1C(C)NC(=O)c1ccc(OC2CCN(Cc3ccccn3)CC2)cc1 (configuration not stated) | -5% | -6 | -7 | -27% | -6% | 0.8 | 7% | -0.4 | -2

Profiles, looked up by structure. Values in the order: USP1 inh	TRHR enhancer	D2 antag	TrxR1 inh	TrxR1 substrate	D2 ag	mIDH1 inhibitor	TRHR agonist	PI4K2A inh
CCN(C(=O)COC(=O)c1cc(-c2ccccc2)nc2c1c(C)nn2-c1ccc(C)cc1)C1CCS(=O)(=O)C1 (configuration not stated) across the screens: -14%	-4	-4	-8%	-6%	2.6	-9%	0.1	1
CCN(CC)CCNC(=O)c1c(O)c2cccc3c2n(c1=O)CCC3 across the screens: 1%	3	12	-18%	-3%	0.0	7%	-0.3	0
CCOC(=O)c1c(C)c(C(=O)N2CCN(c3ccc(F)cc3)CC2)c(C)n1C across the screens: -18%	-4	7	13%	9%	0.0	0%	-0.2	-3
CCOc1ncccc1C(=O)OCC(=O)Nc1cc(C(C)(C)C)ccc1OC across the screens: -25%	.	.	-2%	-7%	.	-1%	.	2
CC(=O)Nc1ccc(S(=O)(=O)N2CCN(S(=O)(=O)c3ccccc3)CC2)cc1 across the screens: -10%	16	-9	4%	6%	1.7	4%	4.0	-7

(listing goes on)
SMILES | USP1 inh | TRHR enhancer | D2 antag | TrxR1 inh | TrxR1 substrate | D2 ag | mIDH1 inhibitor | TRHR agonist | PI4K2A inh
Cn1nc2c3cc(F)ccc3n(Cc3ccc(F)cc3)cc-2c1=O | -29% | -1 | 5 | 22% | -6%[57.1 µM] | -0.8 | 7% | -0.5 | 0
OC1(C#CCN2CCCC2)c2ccccc2-c2ccccc21 | -1% | 13 | 1 | -3%[57.1 µM] | -9%[57.1 µM] | 0.0 | 4% | 0.7 | -5
O=S(=O)(c1cnccc1N1CCN(/N=C/c2ccc(Cl)cc2)CC1)N1CCCCC1 | -26% | -11 | 18 | 5%[57.1 µM] | 8%[57.1 µM] | -0.1 | 2% | 0.7 | 1
CSc1ccc(S(=O)(=O)NCc2ccc(Cl)cc2Cl)cc1 | -7% | -4 | 10 | -8% | -1% | 0.2 | 1% | 0.9 | -7
COc1ccc(S(=O)(=O)Nc2ccc(Cl)cn2)c(C)c1C | -11% | 17 | . | -13% | -3% | . | 8% | -0.1 | -2
CCC(=O)N1CCc2nc(-c3ccccc3)sc2C1 | -5% | -3 | . | -18% | -4% | . | 3% | 0.1 | 4
CC1(C)Cc2c(sc3nn[nH]c(=O)c23)CO1 | -4% | -1 | -12 | -7% | -7% | 0.3 | 5% | -0.1 | -2
COCCOC(=O)c1c(NC(=O)CN2c3ccccc3CC2C)sc(C(N)=O)c1C (configuration not stated) | -8% | 0 | 0 | -1%[57.1 µM] | -2%[57.1 µM] | -0.3 | -13% | 0.2 | -5
Cc1ccc(-n2nc(C)c3c(C(=O)NCc4ccccc4)cc(C4CC4)nc32)cc1 | 0% | 2 | . | 29% | 22% | 0.3 | 8% | 1.4 | -4
CCCn1nnc(NC(=O)/C=C/c2ccc(C(C)C)cc2)n1 | 0% | 3 | -12 | 11% | -2% | -0.5 | -1% | -0.5 | -7
Cc1ccc(-c2nn(-c3cccc(F)c3)cc2CN2CCN(c3ccccn3)CC2)o1 | -7% | -2 | 80* | ? | -2% | 7.4 | 0% | -0.4 | 2
Cc1ccc(S(=O)(=O)N2CCCCC2)cc1NC(=O)CNc1ccccc1N1CCCC1=O | -17% | 3 | -11 | 14% | -1% | 0.0 | -10% | -1.8 | 1
O=C(COC(=O)C1CC2CCCC(C1)C2=O)Nc1nc(-c2ccc(F)c(F)c2)cs1 (configuration not stated) | -10% | 6 | -3 | 0% | -6% | 0.4 | 1% | 0.0 | 1
Cc1cc(C(=O)O)ccc1N/C=C1\CCCC(C)C1=O (configuration not stated) | -5% | 16 | 0 | -22% | -18% | 1.3 | -3% | 0.2 | 4
Cc1ccc(-n2nc(C)cc2NC(=O)CC#N)cc1 | -16% | 17 | 1 | 11% | -1% | 1.7 | -5% | 1.0 | -3
Cc1ccc(S(=O)(=O)NCC(=O)Nc2ccc3c(c2)OCCO3)cc1 | -16% | 8 | -2 | 17% | 6% | -2.8 | -2% | -0.4 | 4
COc1ccccc1-n1cnnc1SCC(=O)NCc1cccs1 | -1% | 11 | 1 | 6% | ? | -0.7 | 7% | -0.8 | -12
CCCN1C(=O)/C(=C/c2ccc(C)o2)SC1=Nc1ccc(OCC)cc1 | -26% | 15 | 7 | ? | -6% | 0.0 | 4% | -0.3 | -6
O=C(CSc1ccc(-c2cccnc2)nn1)N1CCCc2ccccc21 | . | 41* | -1 | . | . | -0.5 | . | 0.2 | .
CCn1ccnc1CN1CCc2c([nH]c3ccccc23)C1C(C)(C)C (configuration not stated) | -27% | 15 | 4 | -4% | -3% | 1.4 | 5% | 1.7 | 6
CCCCC#Cc1ccc(C(=O)NNC(=O)Nc2ccccc2)o1 | -7% | -8 | 4 | 14%[57.1 µM] | 7%[57.1 µM] | -2.5 | 2% | -1.0 | -1
O=C(CS(=O)CC(=O)Nc1cnc2ccccc2c1)Nc1ccc(Cl)cc1 (configuration not stated) | -11% | 3 | . | 2%[57.1 µM] | -1%[57.1 µM] | . | -7% | 0.2 | 0
O=S(=O)(NCC(O)COCc1ccco1)c1cccs1 (configuration not stated) | -14% | 6 | -4 | ? | 19% | 0.3 | 8% | 0.3 | 4
CCc1cccc2c(C=C(C#N)C#N)cn(CC(=O)N3CCCC3)c12 | -7% | . | . | 26% | 12% | . | -6% | . | 7
CCc1cccc(CC)c1NC(=O)CN(C)S(=O)(=O)c1ccc2c(c1)n(C)c(=O)c(=O)n2C | -19% | -11 | . | 1% | 12% | -1.3 | -6% | -1.8 | -1
Cc1c(C(=O)N2CCN(c3ccccc3)CC2)oc2c(Cl)cccc12 | -31% | 22 | 13 | 5% | -7% | -1.3 | 10% | 0.1 | -3
O=C(NCCN1CCCc2ccccc21)C1CCC(=O)N(CCc2ccccc2)C1 (configuration not stated) | -4% | -3 | 9 | -19% | -4% | 0.4 | -7% | -0.3 | 0
CCn1nnc2cc(C(=O)Nc3cc(OC)cc(OC)c3)ccc21 | -16% | 1 | 6 | 9% | 8% | -0.1 | 1% | -0.2 | 0
